# N370S GC mod: inhibits or activates N370S mutant glucocerebrosidase. AID 2101. Potency, µM (doses to about 59.4 µM), for the others: at the top dose activity change, negative = inhibition, actives largely listed as inhibitors. N370S GC spleen homogenate, 4MU-glucoside fluorescence. 0.092% of 330,000 active;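 further: 0% = full enzyme activity and -100% = no enzyme basal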
# TDP1 inh: blocks human tyrosyl-DNA phosphodiesterase 1; Potency, µM (top dose mostly 130 µM), inactives show top-dose activity change, negative = inhibition, actives largely listed as inhibitors; 0.28% of 350,000 active; Q9NUW8; recombinant TDP1, AlphaScreen DNA substrate cleavage; further: nearly all actives have a fitted effect of over 40% in size
# Target sequence (Q9NUW8 whole entry, looked up): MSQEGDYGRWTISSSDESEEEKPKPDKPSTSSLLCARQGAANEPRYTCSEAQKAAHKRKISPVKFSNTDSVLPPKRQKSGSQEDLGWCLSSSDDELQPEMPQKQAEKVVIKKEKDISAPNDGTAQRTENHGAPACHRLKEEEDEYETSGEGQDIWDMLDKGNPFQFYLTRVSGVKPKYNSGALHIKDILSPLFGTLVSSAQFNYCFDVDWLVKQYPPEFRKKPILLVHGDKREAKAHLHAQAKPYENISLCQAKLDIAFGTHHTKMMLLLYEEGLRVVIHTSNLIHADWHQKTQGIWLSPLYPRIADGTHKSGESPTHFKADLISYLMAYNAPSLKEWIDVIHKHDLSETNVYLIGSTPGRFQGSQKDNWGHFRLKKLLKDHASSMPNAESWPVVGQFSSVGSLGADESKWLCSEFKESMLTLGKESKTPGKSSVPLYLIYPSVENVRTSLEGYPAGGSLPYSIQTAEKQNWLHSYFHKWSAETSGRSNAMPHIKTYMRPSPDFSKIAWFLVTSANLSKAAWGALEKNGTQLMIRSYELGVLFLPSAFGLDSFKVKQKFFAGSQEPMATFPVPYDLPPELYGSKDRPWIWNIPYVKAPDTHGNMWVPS
#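 Here, a 5' biotin and 3' phosphotyrosine-FITC DNA oligonucleotide reports Tdp1 activity: intact substrate bridges AlphaScreen beads, while cleavage leaves a 3' phosphate and drops signal. All incubations at room temperature.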
# DT40 TDP1 no CPT: qHTS for Inhibitors of human tyrosyl-DNA phosphodiesterase 1 (TDP1): qHTS in cells in absence of CPT. DT40 Tdp1-/- hTDP1 cells, no CPT, ATP luminescence, 48 h. Potency, µM (highest dose often 46.2 µM), inactives show at the highest dose activity change, negative = growth inhibition, usual class: inhibitors. 15% of 420,000 active; further: nearly all actives have a fitted effect of over 55% in size
#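 Chicken DT40 Tdp1-/- cells stably complemented with human TDP1 were seeded at 400 cells/well with DMSO in place of 20 nM camptothecin. After compound pinning, cells grew at least 48 hr at 37 °C; viability read by CellTiter-Glo luminescence.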
# An asterisk follows results filed as active; ? = inconclusive; . = not tested or not shown; & = joins results of further samples; ! = repeats disagree; [ ] = another dose, or the depositor's remark. The call rests on the fitted dose curve; in most records, active means well fitted curve in the direction sought with a large enough effect; inconclusive means small, poorly fitted or top-dose-only effect, or another doubt; inactive means no such curve, though single readings can be large; an effect the other way counts as inactive or inconclusive. Unless noted, on the % scale 0 is the no-effect control and ±100 the full control effect; potency means the concentration at half of the fitted maximal effect. Not all compounds are listed; rates above refer to the full screens.
SMILES,N370S GC mod,TDP1 inh,DT40 TDP1 no CPT
CC(=O)Nc1ccc(NC(=O)C(C)OC(=O)CCSc2ccccc2Cl)cc1 (stereo not drawn),.,0%,?
COC(=O)CC1C(=O)NCCN1C(=O)NC1CCCCC1 (stereo not drawn),0%,0%,2%
Cc1ccc(OCCN2CCCC2)cc1,-1%,4%,1%
COC(=O)c1cccc(N2C(=O)C3C4C=CC(CC4)C3C2=O)c1 (stereo not drawn),-1%,.,0%
COc1ccc(OC)c(NC(=O)c2cccc3c2C(=O)N(C2CCCCC2)C3)c1,12%,6%&2%,16µM*!
O=S(=O)(NCc1ccc2c(c1)OCO2)c1ccc(F)cc1,-4%,.,1%
COc1ccc(C(C)(C)NC(=O)C2CCC(=O)N(C3CC3)C2)cc1OC (stereo not drawn),-3%,5%,-8%
O=C(CCCn1c(=S)[nH]c2ccccc2c1=O)NC1CCCCC1,.,2%,-1%
Cc1cccc(CN2C(=O)c3ccccc3Sc3ccc(C(=O)NCCN4CCOCC4)cc32)c1,14µM*,10%,?
COC(=O)c1ccc(NC(=O)c2nn(C)c3c2COc2ccccc2-3)cc1,.,14%,-18%
O=C(NCCCN1CCOCC1)c1cccc(S(=O)(=O)N2CCN(c3ccccc3)CC2)c1,-9%,-12%,-11%
CCC(C)c1ccc(NC(=S)Nc2ccc(OC)cc2)cc1 (stereo not drawn),11%,1%,16µM*
CCOC(=O)c1c(NC(=O)CSc2nnc(C)s2)sc2c1CCCCC2,0%[12.8 µM],1%,?
Cc1cc(NCCCN)nc(-c2ccccc2O)n1,-14%,-2%,?
Fc1ccc(-n2cc(-c3ccccc3)c3c(NCCc4ccccc4)ncnc32)cc1,.,0%,?
NS(=O)(=O)c1cccc(NC(=O)c2ccc(S(=O)(=O)N3CCCCCC3)cc2)c1,.,1%,?
Cc1nc(NC(=O)c2ccc(Br)o2)ccc1Br,-6%,4%,6%
O=C1C2C3C=CC(CC3)C2C(=O)N1c1ccccc1F (stereo not drawn),-3%,.,-26%
CC(C)(C)OC(=O)N1Cc2ccccc2C[C@H]1C(=O)O,-6%,1%,-14%
COc1cccc(C(=O)Nc2c3c(nn2-c2ccccc2C)CS(=O)C3)c1OC (stereo not drawn),4%,1%,-26%
CCOc1ccc(NC(=O)N2CCOc3ccccc32)cc1,.,4%,-24%
CN[C@H](CC(C)C)C(=O)N[C@H]1C(=O)N[C@@H](CC(N)=O)C(=O)N[C@H]2C(=O)N[C@H]3C(=O)N[C@H](C(=O)N[C@H](C(=O)O)c4cc(O)cc(O)c4-c4cc3ccc4O)[C@H](O)c3ccc(c(Cl)c3)Oc3cc2cc(c3O[C@@H]2O[C@H](CO)[C@@H](O)[C@H](O)[C@H]2O[C@H]2C[C@](C)(N)[C@H](O)[C@H](C)O2)Oc2ccc(cc2Cl)[C@H]1O,-4%,6%[56.1 µM],.
CC(=O)c1cccc(NC(=O)CN2C(=O)NC(C)(C)C2=O)c1,.,1%,-16%
Cc1cc(CN(C)C(=O)CC2C(=O)NCCN2Cc2ccc(F)c(F)c2)on1 (stereo not drawn),14%,8%,11%
Cc1ccc2nc(SCC(=O)Nc3cc(C)on3)nc(=O)n2c1,4%,0%,1%
Nc1ccc(C(=O)N/N=C\c2ccc(OC(=O)c3ccccc3Cl)cc2)cc1,-1%,5%,-13%
O=C(Cc1ccsc1)N1CCN(S(=O)(=O)c2ccccc2F)CC1,.,-2%,-1%
O=C(CN1CCC(NC(=O)c2ccc(F)cc2)CC1)NCc1ccccc1F,0%,3%,16%
C=CCNC(=S)NNC(=O)CC12CC3CC(CC(C3)C1)C2,-3%,.,0%
O=C(NCCOc1ccccc1-c1ccccc1)c1ccco1,1%,0%,?

# Random excerpt: two entries already listed.
SMILES,N370S GC mod,TDP1 inh,DT40 TDP1 no CPT
Cc1cc(CN(C)C(=O)CC2C(=O)NCCN2Cc2ccc(F)c(F)c2)on1 (stereo not drawn),14%,8%,11%
Cc1ccc2nc(SCC(=O)Nc3cc(C)on3)nc(=O)n2c1,4%,0%,1%

# (further entries)
SMILES,N370S GC mod,TDP1 inh,DT40 TDP1 no CPT
COc1ccc(CCN(C)C(=O)c2ccc3c(=O)n4c(nc3c2)CCCCC4)cc1OC,.,2%,15%
Cc1cc(C)c(C(=O)CC2(O)C(=O)Nc3ccccc32)cc1C (stereo not drawn),-2%,5%,?
CCCCN1C(=O)C(O)(c2c(C)[nH]c3ccccc23)c2ccccc21 (stereo not drawn),.,5%,5.8µM*
CC1CCC(NS(=O)(=O)c2ccc(N3CCCC3=O)cc2)CC1 (stereo not drawn),3%,0%,?
O=C(CSc1ccc(Cl)cc1)Nc1ccccc1N1CCN(C(=O)c2ccccc2)CC1,15%,1%,18µM*
Cc1cc(NC(=O)CSc2nc(N)c(NC(=O)c3ccccc3F)c(=O)[nH]2)no1,-3%,-4%,0%
COc1ccc(/C=N/Nc2nnc(Cc3ccccc3)c(=O)[nH]2)cc1,0%,0%,-4%
CC1CCCCN1C(=O)CSc1nc2ccsc2c(=O)n1Cc1ccccn1 (stereo not drawn),-3%,7%,?
CC(=O)C1=C(O)C(=O)N(Cc2cccnc2)C1c1ccc(O)cc1 (stereo not drawn),-4%,-7%,-5%
Nc1nn(-c2ccccc2)c(N)c1N=Nc1ccccc1F,-20%,8%,13µM*
O=C(Nc1ccc(Br)c2cccnc12)c1ccc(Cn2cc([N+](=O)[O-])cn2)o1,-16%,7%,?
O=C(O)CCC(=O)N1CCc2cc(S(=O)(=O)NCc3ccc(F)cc3)ccc21,.,1%,-9%
COc1ccc(/C=C/C=C2\N=C(SC)SC2=O)cc1,11%,6%,29µM*
CCCCc1c(O)nc(SC2CC(=O)N(c3ccc(C(=O)OCC)cc3)C2=O)[nH]c1=O (stereo not drawn),-5%,.,?
C/C(Nc1ccc(C)cc1)=C(/C#N)C(N)=O,8%,5%,1%
Cc1ccccc1Cn1cc(CCC(=O)NCc2cccc(Br)c2)c2ccccc21,.,3%,?
CC[C@H](C)[C@@H](C(=O)N1CCNCC1)n1cc([C@@H](N)CO)nn1,-9%,6%,4%
Nc1ccc(C(=O)N2CCN(S(=O)(=O)c3ccc(Cl)cc3)CC2)cc1[N+](=O)[O-],-14%,7%,-55%
CCCc1cc2c(cc1NS(=O)(=O)c1ccc(CCNC(C)=O)cc1)OCO2,4%,1%,-12%
Cc1nc2ccccc2c2oc(C(=O)NCCCN3CC(C)CC(C)C3)cc12 (stereo not drawn),-13%,1%,-24%
CN(N)C(=S)Nc1ccc(Cl)cc1,-1%,-1%,-2%
COc1ccccc1OCCCC(=O)Nc1nnc(C2CCCO2)s1 (stereo not drawn),0%,4%,-1%
Cc1c(C(=O)Nc2ccccc2F)sc2ncn(CC(=O)N3CCCCC3)c(=O)c12,-1%,7%,2%
COc1cccc(N2CCN(C(=O)c3ccc(CS(=O)Cc4ccccc4Cl)o3)CC2)c1 (stereo not drawn),-4%,5%,?
O=C(c1ccc(F)cc1)C1CCN(C(=O)c2ccccc2)CC1,-6%,.,?
Cc1ccc(-n2[nH]c(C)c(C=Nc3ccc(S(=O)(=O)Nc4nccs4)cc3)c2=O)cc1C,-7%,8%,18µM*
Cc1cccc(C(=O)N2CCNC(=O)C2CC(=O)Nc2cccc(Cl)c2)c1 (stereo not drawn),-23%,1%,2%
CCc1ccc(-c2ccc3nnc(SCC(=O)Nc4cccc(C(C)=O)c4)n3n2)cc1,.,0%,?
CC(C)N(C(=O)CSc1ncnc2sc(-c3ccccc3)cc12)C(C)C,11%,-1%,15µM*
COc1ccc(-c2csc(-c3[nH]cnc3N)n2)cc1,-9%,11%,?

# Entries of single compounds, looked up by structure. Order of values: N370S GC mod, TDP1 inh, DT40 TDP1 no CPT
# Shown for `Nc1ccc(C(=O)N2CCN(S(=O)(=O)c3ccc(Cl)cc3)CC2)cc1[N+](=O)[O-]` → -14%, 7%, -55%
# Shown for `Cc1nc2ccccc2c2oc(C(=O)NCCCN3CC(C)CC(C)C3)cc12` (stereo not drawn) → -13%, 1%, -24%

# Arranged by molecular weight (ascending): some entries from above.
SMILES,N370S GC mod,TDP1 inh,DT40 TDP1 no CPT
O=C(Cc1ccsc1)N1CCN(S(=O)(=O)c2ccccc2F)CC1,.,-2%,-1%
Cc1cc(CN(C)C(=O)CC2C(=O)NCCN2Cc2ccc(F)c(F)c2)on1 (stereo not drawn),14%,8%,11%
CCc1ccc(-c2ccc3nnc(SCC(=O)Nc4cccc(C(C)=O)c4)n3n2)cc1,.,0%,?
O=C(Nc1ccc(Br)c2cccnc12)c1ccc(Cn2cc([N+](=O)[O-])cn2)o1,-16%,7%,?
O=C(NCCCN1CCOCC1)c1cccc(S(=O)(=O)N2CCN(c3ccccc3)CC2)c1,-9%,-12%,-11%
Cc1cccc(CN2C(=O)c3ccccc3Sc3ccc(C(=O)NCCN4CCOCC4)cc32)c1,14µM*,10%,?

# Rewritten with tabs: part of the list above.
SMILES	N370S GC mod	TDP1 inh	DT40 TDP1 no CPT
CCCc1cc2c(cc1NS(=O)(=O)c1ccc(CCNC(C)=O)cc1)OCO2	4%	1%	-12%
CC[C@H](C)[C@@H](C(=O)N1CCNCC1)n1cc([C@@H](N)CO)nn1	-9%	6%	4%
Cc1nc2ccccc2c2oc(C(=O)NCCCN3CC(C)CC(C)C3)cc12 (stereo not drawn)	-13%	1%	-24%

# Other entries follow:
SMILES,N370S GC mod,TDP1 inh,DT40 TDP1 no CPT
O=C(O)c1cc(-c2ccc(-c3ccc(F)cc3)o2)nc2ccccc12,3%,-3%,0%
CSc1cccc(NC(=S)NC(=O)CCc2ccccc2)c1,-11%,1%,-6%
CCOC(=O)c1c(C)oc2c1c(C(c1ccncc1)N1CCOCC1)c(O)c1ccccc12 (stereo not drawn),4%,11%,?
Cn1cc(Br)c(C(=O)NC2CCCCC2)n1,2%,3%,-23%
CCN(CC)C(=O)N1CCC(NC(=O)c2ccc(C(C)(C)C)cc2)CC1,-21%,5%,23µM*
CC(NC(=O)c1ccc(Cl)cc1)C(=O)NC1=NCCS1 (stereo not drawn),11%,8%,-12%
CCn1c(SCC(=O)Nc2cc(C)on2)nc2sc3c(c2c1=O)CCCC3,9%,.,6.5µM*
CC1CCCN(c2ccc(F)cc2N)C1 (stereo not drawn),-2%,5%,?
O=C(COC(=O)c1cc([N+](=O)[O-])ccc1NCCO)Nc1cccnc1Cl,.,1%,?
CCOc1ccccc1NC(=O)Cn1c(=O)oc2cc(S(=O)(=O)NCc3ccccc3)ccc21,.,1%,?
O=C(CCc1ccc(S(=O)(=O)N2CCOCC2)cc1)N/N=C/c1ccc(F)cc1F,-1%,5%,?
CC(C)C(NC(N)=O)C(=O)NC1CCCCC1 (stereo not drawn),-1%,0%,.
O=c1c(-c2ccccc2)nc2cnc(Nc3ccccc3)nc2n1C[C@H]1CCCO1,16%,.,0%
CCCn1c(C)nc2c(NC3CCCCC3)nc(C)nc21,5%,7%,.
O=C(Nc1nnc(SCc2ccccc2)s1)c1cc2c(s1)CCCC2,5%,4%,-14%
CCN(C(=O)CSc1nnc2ccccn12)c1c(N)n(Cc2ccccc2)c(=O)[nH]c1=O,4%,2%,-10%
Cc1cc(Cl)ccc1OCC(=O)NCC(c1cccs1)N1CCOCC1 (stereo not drawn),-1%,.,16µM*
O=C(O)c1cn(Cc2cccnc2)c(=O)c2ccccc12,-1%,-2%,.
CCOc1ccccc1OCC(=O)O,9%,2%,-16%
O=S(=O)(/N=C(/NS(=O)(=O)c1ccccc1)c1ccccc1)c1ccccc1,2%,6%,2%
O=[N+]([O-])c1ccc(N2CCCCCC2)c(S(=O)(=O)N2CCCCC2)c1,11%,8%,-29%
Cc1c(Br)c([N+](=O)[O-])nn1CCCC(=O)Nc1sc2c(c1C(N)=O)CCC(C)C2 (stereo not drawn),4%,7%,-27%
COc1ccc(-c2cc(C(=O)N3CCN(c4cccc(C)c4C)CC3)c3ccccc3n2)cc1OC,8%,-6%[0.505 µM],13µM*
N[C@H]1C(O)O[C@H](CO)[C@@H](O)[C@@H]1O (stereo partly drawn),-21%,.,3%&-7%
COCc1cc(C)nc(SCc2ccccc2Cl)c1C#N,-7%,.,-16%
CCOc1ccc2oc(=O)cc(CN3CCN(Cc4ccc(F)cc4)CC3)c2c1,.,-5%,23µM*
NC(=O)C1CCCN(C(=O)CN2C(=O)NC(c3ccccc3)(c3ccccc3)C2=O)C1 (stereo not drawn),-11%,2%,-26%
Cc1ccc(-c2nn(CCC(N)=O)c(=O)c3ccccc23)cc1,-1%,-1%,11%&0%
CCOC(=O)C1C(=O)NC(c2ccccc2)=NC1c1ccc(Cl)cc1 (stereo not drawn),?,3%,-9%
Nc1cc(Cl)ccc1Oc1ccc(Cl)cc1,-3%,-6%,-27%
